HSF1 activator = increases HSF-1 driven luciferase reporter signal; NIH3T3-HGL HSF-1 luciferase reporter, MG132, 8 h; 100% = twice DMSO control signal; activation, % at 9 µM; 300,000 tested, 1.7% active; AID 504408;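 active = mean replicate activation of at least 50% with a set share of replicates each reaching 50%; inconclusive = only one of those two conditions met; inactive = mean below 50% and too few replicates reaching it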;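 also: 0% = median of the neutral control wells and 100% = twice that signal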
Platelet DG rel = modulates dense granule release in human platelets; AID 1663; human platelet-rich plasma, SFLLRN dense granule ATP release, luminescence; 300,000 tested, 0.22% active; inhibition, %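 (compounds screened at 7.5 µM in platelet-rich plasma)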;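 active = mean replicate score, as percent of positive control, at or above 50; inconclusive = mean below 50 but at least one replicate at or above 50; inactive = mean and every replicate below 50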
Dyrk1A ADPGlo = Dyrk1A (rat) kinase inhibition | 310,000 tested, 0.43% active | ADP-Glo luminescence, NFATc1 peptide | Q63470 | inhibition, % at 12.5 µM; in the data active = inhibition above about 50%;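 also: plate controls were vehicle with enzyme for no effect and no enzyme for full effect; many of its hits are not listed in these tables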
HSF1 inhib = HSF1 inhibition; activity change, negative = inhibition, % at 7.5 µM (by protocol); NIH3T3-HGL HSE-luciferase, MG132-induced, luminescence 8 h; stronger effect = lower value; 300,000 tested, 0.77% active;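 active = more than half of replicate wells show activity change below -50%, luminescence cut by over half; inconclusive = some wells, but at most half, below -50%; inactive = no replicate well below -50%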;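 also: luciferase reports HSF-1 transcriptional activity via heat shock element; 0% = median of DMSO wells and -100% = zero luminescence signal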
KLF5 inh = inhibitors of KLF5 expression | inhibition, % at 5 µM | 290,000 tested, 0.23% active | DLD-1 KLF5 promoter-luciferase reporter, luminescence;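 active = inhibition above a per-plate limit of that plate's mean compound inhibition plus 3 SD, cut at about 60% in these data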;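 also: 0% = DMSO wells and 100% = LY294002 at 200 µM; higher means less KLF5 promoter-driven luciferase light; inactives centre near -14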
IEC-6 cytotox = IEC-6 cytotoxicity, counter-screen for KLF5 inhibitors. luminescence viability. inhibition, % at 5 µM. 290,000 tested, 0.78% active. AID 1825; in the data active = inhibition above about 22%;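 also: 0% = plate median of test compound wells and 100% = cytotoxic reference compound wells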
GSK3 alpha inh = inhibitors of human GSK-3 alpha kinase. 320,000 tested, 0.1% active. inhibition, % at 10 µM. AID 2650. ADP-Glo luminescence, 60 min;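 in the data active = inhibition above about 50%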;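 also: GST-tagged GSK-3 alpha with peptide substrate and 25 µM ATP; 0% = DMSO neutral wells and 100% = GW8510 positive control wells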
Target sequence (P49840 whole entry, looked up): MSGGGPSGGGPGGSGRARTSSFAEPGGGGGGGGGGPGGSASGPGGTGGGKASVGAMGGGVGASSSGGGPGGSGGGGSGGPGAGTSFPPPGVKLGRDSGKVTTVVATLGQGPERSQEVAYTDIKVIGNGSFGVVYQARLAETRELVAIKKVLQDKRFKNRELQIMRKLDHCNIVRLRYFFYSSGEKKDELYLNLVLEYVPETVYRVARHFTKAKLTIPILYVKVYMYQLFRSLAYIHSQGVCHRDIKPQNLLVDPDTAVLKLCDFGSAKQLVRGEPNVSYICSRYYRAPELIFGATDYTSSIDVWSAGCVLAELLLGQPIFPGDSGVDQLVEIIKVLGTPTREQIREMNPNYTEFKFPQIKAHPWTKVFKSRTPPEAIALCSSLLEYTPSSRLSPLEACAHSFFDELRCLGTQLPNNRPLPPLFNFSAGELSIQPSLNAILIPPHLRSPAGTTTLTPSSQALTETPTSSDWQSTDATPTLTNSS
HSP90 refold inh = inhibitors of HSP90 luciferase refolding in rabbit reticulocyte lysate. 290,000 tested, 0.91% active. luciferase refolding luminescence, 3 h. AID 1789. inhibition, % at 5.6 µM;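 active = inhibition above the screen-wide mean plus 3 SD, computed separately per campaign, cut at about 16% in these data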;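 also: 0% = DMSO wells and 100% = 60 µM geldanamycin wells; inhibitors lower the luminescence because luciferase stays unfolded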
aSyn UTR inh = MLPCN primary screen, SNCA 5' untranslated region; 300,000 tested, 0.82% active; alpha-synuclein 5'UTR reporter, inhibitor activity; AID 1813; inhibition, % (tested at 7.5 µM); in the data active = inhibition above about 60%; inconclusive = no clear call, values can overlap the other calls;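 also: H4 neuroglioblastoma cells stably carrying SNCA 5'UTR luciferase fusion; 0% = DMSO wells and 100% = positive control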
GSK3B inh = human GSK3beta kinase inhibition | GST-GSK3beta kinase, ADP-Glo luminescence, 60 min; stronger effect = lower value | P49841 | 300,000 tested, 0.038% active | activity score (negative = inhibition), % at 10 µM | AID 2097;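 active = more than half of replicate wells score below -50%, meaning over 50% inhibition versus plate controls; inconclusive = some replicates but at most half score below -50%; inactive = no replicate scores below -50%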;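 also: 0% = median DMSO wells and -100% = median GW8510 positive control wells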
Target sequence (P49841 whole entry, looked up): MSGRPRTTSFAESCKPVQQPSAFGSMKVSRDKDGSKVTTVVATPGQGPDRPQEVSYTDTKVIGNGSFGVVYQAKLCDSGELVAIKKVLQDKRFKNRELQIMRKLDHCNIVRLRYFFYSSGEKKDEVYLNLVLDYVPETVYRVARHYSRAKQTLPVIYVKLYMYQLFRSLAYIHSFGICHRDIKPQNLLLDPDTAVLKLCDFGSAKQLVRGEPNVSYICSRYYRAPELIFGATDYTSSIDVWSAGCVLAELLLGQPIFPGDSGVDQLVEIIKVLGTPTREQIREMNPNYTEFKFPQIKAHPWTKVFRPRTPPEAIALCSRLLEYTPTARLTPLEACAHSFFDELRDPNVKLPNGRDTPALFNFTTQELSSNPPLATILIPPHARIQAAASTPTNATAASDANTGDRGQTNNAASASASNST
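Assay system: GST-tagged human GSK3beta kinase, cell-free; Input: 1.6 ng GSK3beta; Medium: Tris/MgCl2 kinase buffer; Timing: 60 min enzyme reaction, room temperature; Signal: ADP-Glo luminescence quantifying ADP generated by kinase; Evaluation: score relative to plate controls; Benchmarks: DMSO neutral wells and GW8510 at 20 µM as positive.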
* = called active by the depositor; ? = inconclusive; · = not tested or not shown. Some of the compounds tested. The share of hits here may be higher or lower than overall.

mol	HSF1 activator	Platelet DG rel	Dyrk1A ADPGlo	HSF1 inhib	KLF5 inh	IEC-6 cytotox	GSK3 alpha inh	HSP90 refold inh	aSyn UTR inh	GSK3B inh
CC(CN1CCCCC1)NC(=O)c1cccs1 (stereo not drawn)	-0.6	4.2	4.5	-4.2	-29.6	4.4	-2.6	-1.8	-7.1	5.6
Cc1ccc(-n2cccc2/C=N/n2cnnc2)cc1Cl	3.1	-1.6	4.8	0.2	-3.7	-1.6	0.4	-0.4	14.9	-1.7
CCOC(=O)c1cn2nc(Oc3cccc(F)c3)ccc2n1	23.0	13.3	·	2.7	-4.0	0.5	-1.5	3.1	-46.8	-1.8
Clc1ccc(CSc2nnc([C@@H]3CCCN3)o2)cc1	8.1	-0.3	4.5	0.0	-20.2	7.4	-0.9	3.8	-21.7	-2.6
Nc1c(N(CCC2=CCCCC2)C(=O)c2ccco2)c(=O)[nH]c(=O)n1Cc1ccccc1	-0.1	-0.2	13.4	13.1	·	·	3.2	·	-5.0	-1.7
COc1ccccc1C1NC=C([N+](=O)[O-])C=C1[N+](=O)[O-] (stereo not drawn)	5.4	-0.2	3.6	1.4	22.4	13.0	8.7	-1.6	-5.3	-0.1
CCn1c(N)c(C(=O)Nc2ccccc2C(=O)OC)sc1=S	16.0	-14.3	-5.6	-0.2	-15.9	-7.4	-4.2	2.6	-18.6	-18.4
Cc1ccc(C(=O)COC(=O)CNC(=O)Cc2ccccc2)cc1	-13.9	-0.2	-1.0	-8.1	-19.0	0.7	-0.7	-3.1	8.1	1.2
O=C1c2ccccc2C(=O)N1CCc1nc(-c2ccccn2)no1	7.1	-2.1	9.6	-0.2	-13.4	0.5	-1.6	0.6	2.1	-0.1
NS(=O)(=O)c1ccc(CCNC(=O)NC23CC4CC(CC(C4)C2)C3)cc1	-0.1	-1.8	-0.1	-6.7	-17.3	-5.8	1.3	-0.1	23.7	-1.7

Carrying on:
mol	HSF1 activator	Platelet DG rel	Dyrk1A ADPGlo	HSF1 inhib	KLF5 inh	IEC-6 cytotox	GSK3 alpha inh	HSP90 refold inh	aSyn UTR inh	GSK3B inh
COc1ccc(/C=N/NC(=O)CNc2c(Br)cc(C)cc2Br)c(C(=O)O)c1OC	·	4.9	-1.6	·	-0.3	-1.5	-2.3	-2.9	0.7	3.9
O=C(Nc1ccccc1)C1CCCN1S(=O)(=O)c1ccc(Br)cc1 (stereo not drawn)	-6.5	-28.9	-3.8	0.9	-23.9	-9.7	0.6	-3.8	-7.5	1.1
CCOc1ccc(OCC)c(NC(=O)C2CCCN(S(=O)(=O)c3cccs3)C2)c1 (stereo not drawn)	·	·	0.8	·	-24.3	5.6	·	0.9	·	·
COC(=O)c1ccc(/C=C(\C#N)C(=O)NC(C)c2ccccc2)cc1 (stereo not drawn)	8.5	7.2	1.9	-3.5	-4.8	-1.0	·	6.9	-31.9	-0.2
COc1cc(C(=O)NC(=S)Nc2ccc(NC(=O)c3ccco3)cc2)cc(OC)c1OC	-2.7	8.5	-2.8	0.6	2.9	14.0	0.7	0.5	-11.8	-4.8
COc1cccc(N2CCN(C(=S)Nc3cc(C)cc(C)c3)CC2)c1	-63.6	-2.2	-6.0	-52.3*	-20.5	-3.6	-0.6	3.4	23.3	-5.3
COc1ccc(C(C(=O)Nc2ccc3c(c2)OCO3)N(C)C(=O)Cc2c[nH]c3ccccc23)cc1 (stereo not drawn)	31.3	-6.7	-6.3	9.8	-18.2	0.3	-2.7	1.6	-5.2	0.5
CNS(=O)(=O)c1cccc(C(=O)OCC(=O)Nc2ccc(Cl)cn2)c1	-5.6	2.3	18.5	-5.9	-19.3	5.6	30.4	-0.7	6.4	3.3
C[C@H]1C=C(C(=O)N2CCN(Cc3ccc4c(c3)OCO4)CC2)O[C@@H](OCc2ccc(CO)cc2)C1	7.8	17.2	2.1	-4.2	6.8	3.9	-1.9	13.4	20.0	-2.6
CC(C)c1ccc(Nc2ncccc2C(=O)O)cc1	?	-0.2	-6.7	27.5	-186.0	58.5*	-3.1	6.0	-100.7	1.3

A second format for part of the listing above:
COc1cccc(N2CCN(C(=S)Nc3cc(C)cc(C)c3)CC2)c1
  HSF1 activator: -63.6
  Platelet DG rel: -2.2
  Dyrk1A ADPGlo: -6.0
  HSF1 inhib: -52.3*
  KLF5 inh: -20.5
  IEC-6 cytotox: -3.6
  GSK3 alpha inh: -0.6
  HSP90 refold inh: 3.4
  aSyn UTR inh: 23.3
  GSK3B inh: -5.3
COc1ccc(C(C(=O)Nc2ccc3c(c2)OCO3)N(C)C(=O)Cc2c[nH]c3ccccc23)cc1 (stereo not drawn)
  HSF1 activator: 31.3
  Platelet DG rel: -6.7
  Dyrk1A ADPGlo: -6.3
  HSF1 inhib: 9.8
  KLF5 inh: -18.2
  IEC-6 cytotox: 0.3
  GSK3 alpha inh: -2.7
  HSP90 refold inh: 1.6
  aSyn UTR inh: -5.2
  GSK3B inh: 0.5

(listing goes on)
mol	HSF1 activator	Platelet DG rel	Dyrk1A ADPGlo	HSF1 inhib	KLF5 inh	IEC-6 cytotox	GSK3 alpha inh	HSP90 refold inh	aSyn UTR inh	GSK3B inh
COC(=O)C(C)n1cnc2c(nnn2-c2ccc(F)cc2)c1=O (stereo not drawn)	-3.1	9.8	1.6	-0.1	-24.1	-10.2	-1.0	-4.2	19.4	-2.2
CCc1ccc(CN2CCC(Oc3ccc(C(=O)NCc4ccccn4)cc3)CC2)o1	-0.5	-1.9	2.4	-3.7	-6.6	5.3	2.7	1.9	15.6	0.0
CN1OC(COC(=O)c2ccccc2)CC1c1ccccc1 (stereo not drawn)	34.1	1.0	4.1	14.2	2.7	-3.3	1.0	1.3	0.3	0.6
O=C(c1cc2cc([N+](=O)[O-])ccc2oc1=O)N1CCN(c2ncccn2)CC1	-9.1	-8.6	-7.8	-8.4	-8.8	-3.4	0.4	-0.5	11.0	0.8
Cc1cc(=O)nc2c3ccccc3n(C(C)C(=O)Nc3c(F)c(F)c(F)c(F)c3F)n12 (stereo not drawn)	18.2	18.8	0.9	2.0	-24.7	-0.3	-2.0	-1.9	-11.4	0.6
COc1cccc(NC(=O)Nc2ccccc2Br)c1	20.9	4.0	5.8	31.1	-38.7	1.7	-0.6	-2.1	-120.5	0.4
O=C(c1ccco1)N1CCN=C1SCc1cccc(Cl)c1	8.5	-25.4	0.4	-2.3	-32.1	-9.5	2.9	-0.1	-19.2	0.1
CCn1c(O)c(N=NC(=O)Cc2csc(N3CCOCC3)n2)c2ccccc21	-12.2	-7.7	4.3	-6.6	-18.4	2.1	-1.1	0.5	12.3	1.2
COc1ccc(Nc2nc(NCc3ccco3)nc(N/N=C/c3ccc(O)cc3)n2)cc1	-10.6	17.3	4.2	-5.0	-14.3	5.4	0.2	0.2	16.7	-5.4
CCN(CC)c1ccc(/C=N/N2C(C)CCCC2C)c(O)c1 (stereo not drawn)	-6.4	0.3	-0.1	-5.3	-38.7	-3.8	-2.5	-3.2	1.3	2.8

The listing continues:
mol	HSF1 activator	Platelet DG rel	Dyrk1A ADPGlo	HSF1 inhib	KLF5 inh	IEC-6 cytotox	GSK3 alpha inh	HSP90 refold inh	aSyn UTR inh	GSK3B inh
CN(C)c1ccc(C(C(=O)NC2CCCC2)N(C(=O)c2ccco2)C2CC2)cc1 (stereo not drawn)	-3.7	30.8	-4.9	2.4	7.0	4.3	-1.2	-1.0	28.3	0.8
Cc1cc(C(=O)N/N=C2\CC(=O)CC(C)(C)C2)c(C)n1-c1ccccc1	-7.3	0.2	2.3	0.1	4.2	11.5	0.7	2.1	8.8	0.0
Cc1c(CNCC(C)c2ccccc2)c(C(=O)O)c(C)n1Cc1ccccc1 (stereo not drawn)	-19.1	20.7	-0.5	-12.3	-10.2	-5.3	-2.4	-3.6	20.2	-3.9
O=C(CSc1ccc(Cl)cc1)NN=C1CCCCCC1	0.0	2.2	-4.8	1.9	-25.5	-9.4	-1.5	-2.1	19.7	-3.6
CS(=O)(=O)N1CCc2cc(C(=O)N3CCCC3)ccc21	-9.3	-5.1	-8.0	-8.5	-26.7	-5.7	-1.4	-3.0	9.3	5.9
CC(C)C(=O)NC(Nc1ccccc1F)C(Cl)(Cl)Cl (stereo not drawn)	4.8	-1.0	·	-1.4	3.7	-0.4	-0.4	-2.9	18.5	2.8
CC(=O)N1CCN2C(=O)C1CCCC(=O)c1cc(C3CCCCC3)ccc12 (stereo not drawn)	-0.9	3.7	-5.0	-1.8	-18.9	2.1	-1.0	-2.8	20.9	-5.2
CC1CCCN(C(=O)C2COc3ccccc3O2)C1 (stereo not drawn)	3.8	-0.7	3.5	-1.5	-21.7	2.4	0.1	2.5	-10.1	1.7
Cc1ccc2nc(-c3sc4nc(C)cc(C)c4c3N)[nH]c2c1	-66.4	2.5	9.4	-60.7*	4.8	3.3	1.8	24.8*	-63.2	5.5
CC1CN(C(=O)COC(=O)c2ccc(N(C)C)cc2)CC(C)O1 (stereo not drawn)	-1.6	-2.4	-0.1	-3.1	-5.9	-2.8	-1.3	2.4	2.1	·

Later entries
mol	HSF1 activator	Platelet DG rel	Dyrk1A ADPGlo	HSF1 inhib	KLF5 inh	IEC-6 cytotox	GSK3 alpha inh	HSP90 refold inh	aSyn UTR inh	GSK3B inh
COC(=O)[C@H](CCSC)NC(=O)NCc1ccc(S(N)(=O)=O)cc1	2.4	-3.4	-5.4	-0.5	-7.0	-1.3	-0.1	4.2	12.7	0.0
O=C(Nc1ccccc1C(=O)N1CCN(Cc2ccccc2)CC1)c1ccccc1	0.1	-11.5	0.0	-1.9	-13.4	-0.2	-1.6	-2.1	-14.5	2.9
CCCCCN1CSC(=S)N(Cc2ccccc2)C1	12.9	26.7	4.5	-4.3	-25.3	-1.1	-4.8	-5.3	13.4	12.4
Cc1onc(-c2ccccc2)c1C(=O)N/N=C/c1cc2c(cc1Br)OCO2	21.1	-17.3	7.6	13.3	-22.7	0.9	-13.6	0.7	-3.6	-1.7
COc1ccc2cc(C(=O)C3CCCN(C(=O)CCc4cnn(C)c4)C3)ccc2c1 (stereo not drawn)	38.3	16.2	-2.8	26.8	-57.6	2.3	-1.3	2.3	-82.4	1.8
COc1ccc(NC2CCN(C3CC(=O)N(c4ccc(F)c(Cl)c4)C3=O)CC2)cc1 (stereo not drawn)	26.7	0.5	-2.5	18.4	-13.8	-0.6	4.9	-0.6	31.3	1.2
COCCCN1C(=O)c2ccc(C(=O)NCc3ccco3)cc2C1=O	-7.6	6.7	3.1	-2.7	-33.1	6.2	-4.7	1.3	-4.0	-2.6
Cc1onc(-c2ccccc2Cl)c1C(=O)NC(=S)NCc1cccnc1	-4.6	0.9	6.4	-2.2	-18.3	6.8	2.0	0.9	9.6	1.4

Bioassay records from PubChem.
